Screening results from PubChem BioAssay.
Efflux pump inh – inhibitors of Candida efflux pumps in yeast, primary screen, S. cerevisiae, Nile Red, multiplex; S. cerevisiae Candida pump triplex; inhibition, % at 10 µM; hit rate 0.44% among 330,000;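 active = plate passing quality check with inhibition over a set limit, or well fluorescence over plate mean plus 4 SD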;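 note: Nile Red retained in pooled yeast measured as flow cytometry median fluorescence; 0% = buffer negative control and 100% = Enniatin B positive control; higher means more Nile Red kept so more efflux inhibition; some compounds called inactive have numbers as strong as hits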
AHR act – AHR activators, primary screen, cell-based, luminescence, luciferase reporter, human; AID 2796, 2010; hit rate 2.5% among 320,000; AHR-responsive luciferase reporter cells; activation, % at 5 µM; Aryl hydrocarbon receptor (Homo sapiens), P35869; in the data active = activation above about 47%;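 note: 0% = vehicle wells and 100% = reference agonist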
Target sequence (P35869 whole entry, looked up): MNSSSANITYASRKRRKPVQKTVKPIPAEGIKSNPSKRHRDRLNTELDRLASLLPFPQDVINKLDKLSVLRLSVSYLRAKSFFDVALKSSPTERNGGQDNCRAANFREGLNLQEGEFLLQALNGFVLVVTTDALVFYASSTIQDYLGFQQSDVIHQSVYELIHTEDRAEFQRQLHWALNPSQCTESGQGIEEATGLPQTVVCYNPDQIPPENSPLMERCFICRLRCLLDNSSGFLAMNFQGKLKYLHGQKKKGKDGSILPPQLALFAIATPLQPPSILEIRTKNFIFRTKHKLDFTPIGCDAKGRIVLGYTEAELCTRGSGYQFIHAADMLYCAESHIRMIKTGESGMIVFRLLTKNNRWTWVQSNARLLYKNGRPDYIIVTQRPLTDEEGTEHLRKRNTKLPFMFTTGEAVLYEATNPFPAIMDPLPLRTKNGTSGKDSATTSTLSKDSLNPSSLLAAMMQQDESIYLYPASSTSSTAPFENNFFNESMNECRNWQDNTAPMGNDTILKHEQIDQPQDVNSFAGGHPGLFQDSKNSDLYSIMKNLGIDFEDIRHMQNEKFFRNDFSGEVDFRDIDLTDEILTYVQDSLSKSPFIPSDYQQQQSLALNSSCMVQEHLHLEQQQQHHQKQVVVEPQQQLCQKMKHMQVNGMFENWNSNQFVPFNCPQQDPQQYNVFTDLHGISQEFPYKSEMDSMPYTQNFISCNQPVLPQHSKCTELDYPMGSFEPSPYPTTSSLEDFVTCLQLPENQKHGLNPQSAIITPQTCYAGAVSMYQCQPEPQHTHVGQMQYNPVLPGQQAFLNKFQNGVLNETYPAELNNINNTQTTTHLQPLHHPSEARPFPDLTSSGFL
Yeast superoxide – reduction of superoxide in aged yeast, primary screen, HTS; hit rate 0.18% among 330,000; AID 2690, 2010; S. cerevisiae aged cells, superoxide DHE fluorescence; hits give low values; superoxide response (% of plate mean), % at 10 µM;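 active = superoxide response under a set limit, about three screen SD below normal, cut at about 65% in these data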;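 note: yeast aged for seven days with compound at 30 °C before DHE staining; 100% = average MFI of all compound-treated wells on the plate with controls excluded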
AGP1-GFP MLPCN – modulators of AGP1-GFP expression in yeast TOR pathway, primary screen, cell-based, multiplex flow cytometry, S. cerevisiae, MLPCN library | AID 2066, 2009 | GFP response vs DMSO, % at 10 µM | hit rate 0.02% among 320,000 | 3 h; GFP as percent of DMSO wells;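 active = GFP response relative to DMSO above a set limit, near screen average plus 3 SD, cut at about 150% in these data; inconclusive = fewer than 70 cells counted for the yeast strain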;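 note: median GFP channel fluorescence of the gated AGP1 strain per well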
LAP4-GFP MLPCN – modulators of LAP4-GFP expression in yeast, primary screen, S. cerevisiae, multiplex flow cytometry, MLPCN library | 3 h; median GFP as percent of DMSO wells | GFP response vs DMSO, % at 10 µM | hit rate 0.34% among 320,000 | AID 2023, 2009;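 active = GFP response vs DMSO above a set limit, about the screen mean plus 3 SD, cut at about 150% in these data; inconclusive = under 70 cell events counted for the yeast strain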
MEP2 TOR yeast – modulators of MEP2-GFP levels in yeast, primary screen, S. cerevisiae, multiplex flow cytometry, MLPCN library; hit rate 0.51% among 330,000; S. cerevisiae MEP2-GFP strain, 3 h; 100% = DMSO control level; GFP response vs DMSO, % at 10 µM;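 active = GFP response versus DMSO above a set limit, roughly screen mean plus 3 SD, cut at about 180% in these data; inconclusive = fewer than 70 cells counted for a yeast strain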;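 note: median GFP fluorescence of the barcode-gated MEP2-GFP cells per well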
RPL19A TOR yeast – RPL19A-GFP expression modulators in yeast, primary screen, cell-based, S. cerevisiae, multiplex flow cytometry, MLPCN; S. cerevisiae RPL19A-GFP strain, 3 h; hits give low values; percent response vs DMSO, % at 10 µM; hit rate 0.3% among 330,000;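 active = percent response vs DMSO below 50%; inconclusive = fewer than 70 events counted for the yeast strain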;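 note: median channel GFP fluorescence of the barcoded RPL19A-GFP strain; ratio of sample median GFP to plate DMSO average so 100% = DMSO; lower means less RPL19A-GFP as with rapamycin TOR inhibition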
CIT2-GFP yeast – modulators of CIT2-GFP expression in yeast, primary screen, S. cerevisiae, GFP fusion, multiplex flow cytometry, MLPCN library; S. cerevisiae CIT2-GFP strain, 3 h; 100 means same as DMSO wells; GFP response vs DMSO, % at 10 µM; hit rate 0.065% among 320,000; AID 2029, 2009;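 active = GFP response relative to DMSO above a set limit, near the screen mean plus 3 SD, cut at about 150% in these data; inconclusive = Fewer than 70 cells measured for a yeast strain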;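 note: ratio of well median GFP fluorescence to mean of DMSO wells on the plate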
The depositor's hits bear a star; u = inconclusive; x = no result given; [ ] = another dose, or the depositor's remark. Outcome played no part in choosing rows; any-hit rate near 3.9%.

Start of the data: the first two records (preview)
no.	SMILES	Efflux pump inh	AHR act	Yeast superoxide	AGP1-GFP MLPCN	LAP4-GFP MLPCN	MEP2 TOR yeast	RPL19A TOR yeast	CIT2-GFP yeast
1	C=CCNC(=O)c1ccc(Cn2cc(C(F)(F)F)ccc2=O)cc1	-0.1	1.2	83.5	95.2	100.8	103.2	98.4	103.9
2	COc1cccc2c1O/C(=N\O)C(C(=O)Nc1cccc(Br)c1)C2 (stereo not drawn)	-0.3	x	105.4	101.0	99.1	111.8	108.3	100.8

The listing, repeating the preview:
no.	SMILES	Efflux pump inh	AHR act	Yeast superoxide	AGP1-GFP MLPCN	LAP4-GFP MLPCN	MEP2 TOR yeast	RPL19A TOR yeast	CIT2-GFP yeast
1	C=CCNC(=O)c1ccc(Cn2cc(C(F)(F)F)ccc2=O)cc1	-0.1	1.2	83.5	95.2	100.8	103.2	98.4	103.9
2	COc1cccc2c1O/C(=N\O)C(C(=O)Nc1cccc(Br)c1)C2 (stereo not drawn)	-0.3	x	105.4	101.0	99.1	111.8	108.3	100.8
3	O=C(COC(=O)c1ccco1)c1ccccc1	-0.1	0.1	122.0	108.9	102.5	104.6	103.5	108.9
4	O=C(CSc1ccccn1)Nc1cccc([N+](=O)[O-])c1	0.3	8.5	115.4	92.6	106.9	97.3	90.6	76.3
5	COc1ccc(NC(=O)CCNS(=O)(=O)c2ccc(NC(C)=O)cc2)cc1Cl	0.0	2.7	103.6	98.8	100.8	110.6	106.8	101.7
6	O=C(c1ccccc1)n1c(=S)nc2ccccn21	0.0	37.3	107.9	92.0	115.7	94.1	96.1	92.0
7	CCN(CC)S(=O)(=O)c1cccc(-c2nnc(SCc3ncc(-c4ccccc4)o3)n2C)c1	-0.1	3.3	103.3	109.3	104.9	105.2	106.8	106.5
8	COc1ccc(CC(=O)Nc2sccc2C#N)cc1S(=O)(=O)N1CCOCC1	0.0	10.4	99.7	107.6	106.5	99.5	106.2	112.9
9	Cc1nn(C)c(C(=O)NNC(=S)Nc2ccc(Cl)cc2)c1[N+](=O)[O-]	0.1	14.2	96.7	x	99.5	97.6	94.1	93.7
10	CCCCOc1ccc(C(=O)N=c2sccn2C)cc1OC	-0.7	-10.7	99.7	98.7	106.2	95.1	102.3	107.6
11	N#CC1(C#N)C(c2ccccc2)OC23CCCCCC2C1(C#N)C(=N)O3 (stereo not drawn)	-0.1	2.5	99.9	77.8[may fluoresce violet]	95.4[may fluoresce violet]	103.6[may fluoresce violet]	99.9[may fluoresce violet]	u
12	CCN(CC(=O)NC(C)(C)C)C(=O)c1ccc2c(c1)S(=O)(=O)c1ccccc1C2=O	-0.1	-0.3	109.1	85.6	97.2	65.8	98.9	111.7
13	Cc1ccc2nc(NC(=O)C3CC3C)sc2c1 (stereo not drawn)	-0.2	1.8	96.6	91.0	116.0	108.8	106.6	94.4
14	Cc1ccc2cc3cc(C(=O)NCCCN4CCCCCC4)oc3nc2c1	0.0	12.1	91.4	x	82.1	85.8	90.9	98.9
15	Cc1c(C2C(C#N)=C(N)OC3=C2C(=O)CCC3)cnn1C (stereo not drawn)	0.3	-1.7	107.4	91.6	95.7	96.3	96.0	93.4
16	NS(=O)(=O)c1ccc(CCNS(=O)(=O)c2cccc3cccnc23)cc1	-0.1	2.9	102.4	92.7	88.4	106.5	104.6	101.2
17	CCCCn1nnnc1NCc1ccc(C)cc1	0.1	x	100.3	95.3	94.5	107.7	100.2	100.3
18	O=C(/C=C/Nc1ccc(F)cc1)c1ccc(Oc2ncccn2)cc1	0.0	-8.9	90.1	98.5	100.4	94.1	96.2	92.4
19	CC(C)(C)OC(=O)NCC(=O)NNC(=O)C(C(=O)OCc1ccccc1)c1ccccc1 (stereo not drawn)	-0.1	-0.9	96.8	91.7	120.2	92.0	90.3	74.0
20	C[C@H]1CN([C@@H](C)CO)C(=O)Cc2cc(NS(=O)(=O)c3ccc(Cl)cc3)ccc2O[C@@H]1CN(C)C(=O)Nc1cccc2ccccc12	-0.3	3.3	101.3	104.9	104.2	98.5	102.7	91.0
21	CCn1ncc(S(=O)(=O)NCc2ccccc2Cl)c1C	-0.3	-1.1	66.0	102.1	107.2	110.8	103.4	108.8
22	CCCc1c(C)nc(N2CCN(c3ccccc3OC)CC2)[nH]c1=O	-0.1	0.7	99.7	104.2	93.9	112.6	107.7	106.1
23	C=CCn1c(SCC(=O)N2c3ccccc3Sc3ccccc32)nnc1-c1ccco1	0.0	-0.5	109.8	120.1	104.0	90.7	96.7	114.1
24	O=C(O)c1cc2c(N3CCC(Cc4ccccc4)CC3)ncnc2s1	0.3	0.4	104.0	90.3	99.4	93.7	95.4	89.0
25	CCN(c1ccccc1)S(=O)(=O)c1cc(C(=O)Nc2ccc(F)c(F)c2)ccc1F	-0.2	6.6	108.5	96.7	101.1	95.5	100.7	95.0
26	CCOc1cc(/C=N/NC(=O)C(=O)NCCCOC(C)C)cc(Br)c1O	0.0	-0.7	84.1	99.6	108.1	102.8	98.1	98.3
27	CCOC(=O)CCNC(=O)Nc1ccc2nc(C)n(Cc3ccc(Cl)cc3)c(=O)c2c1	0.0	2.7	92.0	100.6	94.9	96.3	92.3	98.7
28	CCc1ccc(NC(=O)C2CCN(C(=O)[C@@H]3Cc4ccccc4CN3)CC2)cc1	0.1	3.4	95.7	111.7	107.2	106.6	109.8	116.2
29	COCc1ccc(C(=O)N2CCCC(N3CCN(c4ccc(F)cc4)CC3)C2)o1 (stereo not drawn)	-0.1	12.7	99.6	103.2	97.0	100.2	107.3	101.6
30	CCNc1c2c3c(cccc3n(C)c1=O)C(=O)c1ccccc1-2	0.1	15.1	105.2	105.5	112.3	109.2	99.0	99.1
31	COc1ccccc1CNC(=O)CN1C(=O)NC2(CCCC2)C1=O	0.0	0.7	94.9	99.8	96.7	93.1	94.8	100.6
32	CC(Nc1cc(N2CCCC2)ccc1[N+](=O)[O-])c1ccccc1 (stereo not drawn)	-0.1	3.4	87.6	105.9	101.2	105.4	103.5	107.0
33	Cc1ccc(S(=O)(=O)N2CCCC2C(=O)OCC(=O)Nc2ccc3c(c2)OCO3)cc1 (stereo not drawn)	0.0	2.1	108.4	105.9	102.3	100.5	98.1	104.2
34	Cc1sc(N)nc1-c1ccccc1	-0.5	37.9	96.0	93.9	99.1	84.3	86.7	88.0
35	CCCCCOC(=O)C1[C@H]2C(=O)N(c3ccccc3CC)C[C@]23C=C[C@H]1O3 (stereo partly drawn)	0.0	-1.4	94.7	103.2	100.4	105.5	91.4	105.3
36	O=C(c1ccccc1)c1ccc(Cn2cc(-c3ccccc3)nn2)cc1	-0.2	-0.4	101.0	99.1	115.8	127.1	101.8	91.2
37	O=C(NCc1ccccc1)c1ccc2c(c1)C(=O)N(Cc1ccncc1)C2=O	0.0	11.1	91.9	103.9	97.0	101.5	100.4	103.1
38	O=C(Nc1ccc(F)cc1)N1CCN(c2nc3ccccc3s2)CC1	0.0	-4.2	102.2	x	112.7	119.1	92.8	101.8
39	CCOC(=O)c1c(NC(=O)CSc2nnnn2-c2ccccc2)sc2c1CC(C)(C)NC2(C)C	0.3	-0.1	62.1*	91.5	88.9	97.0	95.1	89.7
40	CCCOc1ccc(CNC(=O)c2ccc3c(c2)N(CC)CCS3)cc1	0.0	7.3	80.4	102.9	102.6	97.3	99.9	101.3
41	CC(C)(C)c1nnc2sc(SCC(=O)N3CCCCC3)nn2c1=O	0.3	-1.2	70.9	107.1	101.7	105.1	101.0	103.7
42	O=C(NC1CC2CCCC(C1)N2Cc1cccs1)c1ccc([N+](=O)[O-])cc1 (stereo not drawn)	0.1	-2.6	115.2	89.4	84.2	93.5	93.5	94.2
43	CC1=Nc2ccccc2N=C(NC(=O)CN2CCN(c3ccccc3)CC2)C1c1ccccc1 (stereo not drawn)	-0.1	-0.2	99.7	110.0	105.0	103.1	101.8	106.3
44	CC(=O)Nc1cc2ccc(OC(C)=O)cc2oc1=O	0.1	-1.0	95.0	110.4	105.6	107.4	97.5	97.8
45	COCCN(C(=O)Cn1nnc2ccccc21)C(C(=O)NC1CCCC1)c1ccc(OC)cc1OC (stereo not drawn)	-0.2	-1.7	107.7	102.6	98.7	99.2	98.3	96.2
46	O=c1cnnc(Nc2ccccc2F)[nH]1	0.0	0.1	78.0	112.9	107.3	100.4	100.1	105.0
47	Cc1nn(C)cc1/C=N/n1nnnc1N	0.4	0.2	107.5	101.1	101.7	100.9	98.2	88.8
48	Cc1ccc(NC(=O)/C(=C\c2cccc([N+](=O)[O-])c2)NC(=O)c2cccs2)cc1	-0.2	28.5	114.8	101.8	109.5	100.5	102.6	103.4
49	O=C(NCc1ccccc1C(F)(F)F)C12CN(Cc3ccccc3)CC1C(c1ccc([N+](=O)[O-])cc1)=NO2 (stereo not drawn)	-0.1	1.1	94.6	84.7	137.2	96.7	95.3	73.9
50	C/C(=N\NC(=O)CSCc1ccccc1Cl)c1cc(O)ccc1O	-0.1	-2.0	100.2	103.1	99.0	96.2	99.5	105.5
51	Cc1ccc(-n2ncc3c(Nc4c(C)n(C)n(-c5ccccc5)c4=O)ncnc32)c(C)c1	0.1	1.9	114.9	97.8	92.7	96.0	96.4	97.6
52	O=C(NCCc1c[nH]c2ccccc12)OCCCCOC(=O)NCCc1c[nH]c2ccccc12	-0.1	20.2	106.6	88.8	146.5	100.4	98.4	124.0
53	S=C(Nc1ccc(Nc2ccccc2)cc1)N1CCN(c2ncccn2)CC1	-0.1	-1.2	102.9	94.3	99.2	101.9	93.4	95.8
54	O=C(Nc1ccc(Cl)cc1C(=O)NCC1CCCO1)c1ccco1 (stereo not drawn)	-0.5	2.1	86.6	103.4	98.8	103.5	x	105.2
55	CC(C)c1ccc(C2NC(=S)NC3=C2C(=O)CC(C)(C)C3)cc1 (stereo not drawn)	-0.2	8.1	81.7	100.3	101.2	93.7	101.0	108.8
56	COc1ccc(CCNC(=O)[C@@H](NC(=O)c2ccccc2F)C(C)C)cc1OC	0.0	0.5	86.7	92.4	92.1	96.3	98.0	93.7

Other records:
no.	SMILES	Efflux pump inh	AHR act	Yeast superoxide	AGP1-GFP MLPCN	LAP4-GFP MLPCN	MEP2 TOR yeast	RPL19A TOR yeast	CIT2-GFP yeast
57	COc1ccc(N2C(=O)C3[C@@H](C2=O)C2(Cl)C(Cl)=C(Cl)C3(Cl)C2(OC)OC)cc1 (stereo partly drawn)	0.1	5.9	127.3	98.3	112.2	99.8	100.7	86.9
58	Cn1c(/C=C/c2ccccc2)nc2ccccc2c1=O	0.4	23.9	110.5	84.0	91.1	93.8	96.9	84.7
59	COCC(C)NC(=O)CCS(=O)(=O)c1nc(-c2ccc(OC)cc2)cc(C(F)(F)F)n1 (stereo not drawn)	0.2	-3.9	97.3	91.4	88.4	93.0	89.5	95.9
60	COc1ccc(NC(=O)CSc2ccc(-c3sc(C)nc3C)nn2)cc1	-0.3	12.3	94.2	99.0	97.8	99.0	102.9	96.4
61	Cc1ccc(C2(O)C(=O)c3ccccc3C2=O)c(O)c1C	-0.1	1.0	94.6	104.5	105.5	100.6	97.1	93.9
62	NC(=O)CSc1nnc(Cn2c(=O)sc3ccccc32)n1-c1cccc(Cl)c1	0.5	-0.9	107.1	101.0	99.4	103.0	100.3	98.1
63	Cc1c(C)n(CCc2c[nH]c3ccccc23)ccc1=O	-0.4	-3.5	100.3	111.1	104.1	100.7	98.6	118.3
